Growth percent in the NCI-60 one-dose screen (48 h, 10 µM unless noted): 100 = growth as untreated, 0 = no growth, -100 = all killed.
RPMI-8226 = RPMI-8226 leukemia cells | 77,000 tested, 7.5% active | AID 1794781
CCRF-CEM = CCRF-CEM leukemia. 77,000 tested, 7% active. AID 1794778
MDA-MB-468 = MDA-MB-468 breast cancer; AID 2202374; 78,000 tested, 8.5% active
MDA-MB-231 = MDA-MB-231 breast cancer; 81,000 tested, 5% active; AID 1794789
MCF7 = MCF7 breast cancer | 82,000 tested, 6.3% active | AID 1794796
SR = SR leukemia cells | 73,000 tested, 8.7% active
K-562 = K-562 leukemia; 78,000 tested, 7.4% active
MOLT-4 = MOLT-4 leukemia cells | 80,000 tested, 6.9% active
Numbers without * were called inactive; nt = no result given; & = joins results of further samples. How the source made its calls: active means growth percent below 10; inactive means the rest. Not all compounds are listed; the hit share may differ from the screen's.

compound,MDA-MB-231,RPMI-8226,SR,K-562,MOLT-4,CCRF-CEM,MDA-MB-468,MCF7
COC(=O)C1C=C2c3cccc4[nH]cc(c34)CC2N(C)C1 (stereo not drawn),80,84,81,nt,97,101,90,90
O=C(O)c1ccccc1C(=O)O,112,110,103,115,98,108,113,92
CC(=O)Nc1nc(CCl)cs1,114,97,118,91,113,79,122,90
CCCCCCCCCCCCOc1ccc(C(=O)Oc2ccc(CSP3(=O)OCC4OC(n5cnc6c(N)ncnc65)C(F)C4OP(=O)(O)OCC4OC(n5ccc(=O)[nH]c5=O)C(F)C4O3)cc2)cc1 (stereo not drawn),108,72,25,52,68,68,108,93
COC(=O)CCP(CCC(=O)OC)c1ccccc1,117,113,106,111,113,109,105,98
Cc1coc2c1CCC(C)C2 (stereo not drawn),103,107,96,103,101,111,111,109
NC(=S)N=C(N)N,106,96,98,103,103,nt,97,99
CCOC1=CC(=O)O[C@]2(CC[C@@]3(C)[C@@H](CC[C@@H]4[C@@H]3CC[C@]3(C)[C@@H](OC(C)=O)CC[C@@H]43)C2)C1,90,46,nt,57,55,50,57,74
O=C(O)CCc1c[nH]c2ccc(N(CCCl)CCCl)cc12,103,101,80,97,99,84,97,88
Brc1ccc(Br)cc1,113,98,94,103,102,96,110,103
CN1CCN(c2nc(N)cc(=O)[nH]2)CC1,102,57,119,105,132,104,108,105
COc1cc2c(c(OC)c1OC)-c1ccc(O)c(=O)cc1[C@@H](NC(C)=O)CC2,72,41,30,47,47,16,63,7.8*
Cc1c([N+](=O)[O-])cc([N+](=O)[O-])cc1S(=O)(=O)O,103,97,104,108,101,99,95,92
CCC(C)[C@H]1C(=O)O[C@H](C(C)C)C(=O)N(C)[C@@H](C(C)C)C(=O)O[C@H](C(C)C)C(=O)N(C)[C@@H](C(C)C)C(=O)O[C@H](C(C)C)C(=O)N1C (stereo partly drawn),8.0*,-26*,8.1*,6.7*,-13*,7.0*,-0.3*,12
COCCCNP1(=O)OCC(C)([N+](=O)[O-])CO1 (stereo not drawn),95,115,95,102,109,117,113,101
O=C(O)C(O)(c1ccccc1)C1CCCCC1 (stereo not drawn),117,102,nt,107,112,107,125,108

Reprinted at random: 2 compounds from above
compound,MDA-MB-231,RPMI-8226,SR,K-562,MOLT-4,CCRF-CEM,MDA-MB-468,MCF7
O=C(O)c1ccccc1C(=O)O,112,110,103,115,98,108,113,92
Cc1coc2c1CCC(C)C2 (stereo not drawn),103,107,96,103,101,111,111,109

Entries of single compounds from above.
Profile of O=C(O)C(O)(c1ccccc1)C1CCCCC1 (stereo not drawn) = MDA-MB-231 = 117; RPMI-8226 = 102; SR = nt; K-562 = 107; MOLT-4 = 112; CCRF-CEM = 107; MDA-MB-468 = 125; MCF7 = 108
Profile of Cc1c([N+](=O)[O-])cc([N+](=O)[O-])cc1S(=O)(=O)O = MDA-MB-231 = 103; RPMI-8226 = 97; SR = 104; K-562 = 108; MOLT-4 = 101; CCRF-CEM = 99; MDA-MB-468 = 95; MCF7 = 92

Following part:
compound,MDA-MB-231,RPMI-8226,SR,K-562,MOLT-4,CCRF-CEM,MDA-MB-468,MCF7
NC1CCSC1=O (stereo not drawn),107,116,90,101,94,118,103,93
C=CCC1(C(C)CCC)C(=O)NC(=S)NC1=O (stereo not drawn),110&103,103&106,91&97,108,101&96,97&97,87,100&104
OC(Cc1ccncc1)C(Cl)(Cl)Cl (stereo not drawn),nt,100,89,102,99,109,98,96
O=C1NC(=O)N(Cc2ccccc2)C(=O)C1Cc1ccccc1 (stereo not drawn),106,107,98,102,101,100,113,99
Cc1ccc(Nc2nc(-c3ccc4ccccc4c3)c[se]2)cc1,77,90,96,104,86,99,68,74
O=C1C(Cl)=C(Cl)C(Cl)(Cl)C1(Cl)Cl,108,103,110,117,105,94,99,90
Cc1c2cccc(F)c2c[n+]2ccccc12,104,101,nt,102,83,91,nt,99
O[C@H](c1ccccc1)[C@@H](c1ccccc1)N1CCOCC1,96,94,100,99,102,95,105,100
COC(=O)C(c1ccccc1)N1CCCCCC1 (stereo not drawn),85,109,101,110,106,104,89,97
Cc1ccc(-n2c(=S)[nH]c3ccccc3c2=O)cc1F,112,93,89,92,72,85,103,91
Cn1c(=O)c2c(nc(-c3ccc(N(CCCl)CCCl)cc3)n2C)n(C)c1=O,88,nt,77,75,76,78,73,84
N#CC(C#N)=Cc1ccccc1F,109,102,nt,95,102,98,107,99
CCOC(=O)C1(c2ccccc2)CCN(CC(O)c2ccc(NC(C)=O)cc2)CC1 (stereo not drawn),92,87,nt,108,104,91,109,103
CCOP(=O)(Cc1ccc(C#N)cc1)OCC,100,103,89,100,95,99,108,89
CCCCCSC1C2C(=O)C(Br)=CC13CCNc1c(O)c4c5c(c13)=[N+]2CCC=5C=N4 (stereo not drawn),-7.1*,-17*,-14*,-32*,-45*,-13*,-31*,-55*
C[C@]1(O)CC[C@H]2[C@@H]3CCC4=CC(=O)CCC4=C3C=C[C@@]21C,93,97,85,98,87,51,95,112
OC(CNCc1ccccc1)c1ccc(Cl)cc1 (stereo not drawn),101,nt,93,97,95,85,110,104
CC(Cl)C(=O)c1ccc(N)cc1 (stereo not drawn),106,86,109,105,107,90,87,87
O=C(/C=C/c1ccc([N+](=O)[O-])cc1)Nc1cccc(S(=O)(=O)F)c1,100,101,84,102,86,101,113,94
CC/C(=C(\c1ccc(OCCN2CCOCC2)cc1)c1ccc(OC(=O)Cc2ccccc2)cc1)c1ccc(Cl)cc1,109,99,96,82,97,98,104,76
CCOP(=O)(CC(=O)c1ccccc1)OCC,119,110,93,105,96,108,117,100
c1ccc2nc(OCCN3CC3)ccc2c1,75,9.6*,-13*,27,34,32,69,71
Clc1ccc(C(OCCN2CCCCC2)c2ccccc2)cc1 (stereo not drawn),50,73,nt,84,75,74,76,nt
O=C1NC(=O)C(Br)(Br)C(=O)N1,109,109,nt,109,57,113,126,101
Cc1cc(OC(=O)N(C)C)n(-c2ccccc2)n1,110,94,93,94,96,97,95,99
CC[C@H](C)[C@H](NC(=O)[C@H]1CCCCN1C)C(=O)N(C)[C@H](C[C@@H](OC(C)=O)c1nc(C(=O)N[C@@H](Cc2ccccc2)C[C@H](C)C(=O)O)cs1)C(C)C,28,34,2.6*,7.6*,13,8.0*,-6.4*,15
Clc1ccc([Se][Se]c2ccc(Cl)cc2)cc1,67,62,39,53,50,58,85,43
CCCCC(CC)C(=O)C(CCN(C)C)(c1ccccc1)c1ccccn1 (stereo not drawn),53,97,89,68,85,98,85,102
C#C[C@](C)(O)CC,118,nt,91,nt,98,119,111,100
CC[C@H](C)[C@H](NC(=O)[C@H]1CCCCN1C)C(=O)N(C)[C@H](C[C@@H](OC(C)=O)c1cccc(C(=O)N[C@@H](Cc2ccccc2)C[C@H](C)C(=O)OC)n1)C(C)C,2.4*,20,12,5.5*,14,14,41,13
Cc1ccc(S(=O)(=O)n2cc([C@@]3(O)C[C@H](CSC#N)OC3=O)c3ccccc32)cc1,55,16,49,48,7.2*,32,nt,24
O=C1NC(=O)C2(CCN(c3ccccc3)CC2)C(=O)N1,110,104,93,98,94,99,102,97
CC(=O)[O][Hg][c]1ccccc1,-55*,10,-31*,-21*,-11*,0.1*,-84*,-75*
NNc1ccccc1,90,nt,53,20,73,43,109,87
CN(C)P(=O)(Oc1ccccc1)N(C)C,111,101,88,94,96,99,102,93
CC1=C2C(=O)[C@H]3[C@@H](CC=C4C[C@@H](O)CC[C@@]43C)[C@@H]2CC[C@]12O[C@@H]1C[C@H](C)CN[C@H]1[C@H]2C,105,92,95,154,97,90,86,92
COc1cc2c(cc1OC)C(C)N(C)CC2 (stereo not drawn),116,106,103,108,102,101,110,104
O=S(c1ccc(Cl)cc1)c1ccc(Cl)cc1,115,94,98,80,83,97,122,101
N[C@H](C[C@H]1CC(Br)=NO1)C(=O)O,98,103,96,92,90,85,94,94
Nc1ccc([N+](=O)[O-])cc1N,105,77,87,127,87,84,108,84
Clc1cccc(Cl)c1C(Cl)Cl,112,100,87,102,98,94,109,94
Fc1ccc(N2COOC3(OOC2)C2CC4CC(C2)CC3C4)cc1,95,95,-19*,27,93,94,nt,76
CC(=O)C1CCC2C3CCC4CC(O)CCC4(C)C3C(=O)CC12C (stereo not drawn),97,52,82,95,90,81,97,106
OCCN1CCN(c2ccccc2Cl)CC1,114,113,nt,110,110,104,106,99
CN(C)c1ccc(C(=O)c2ccc(N(C)C)cc2)cc1,97,85,98,111,nt,84,117,91
C=C[Se]CC(=O)/C=C/c1ccccc1,94,93,59,94,80,47,86,87
COc1ccc(-c2nc(C#N)c(N3CCC(S(=O)(=O)F)CC3)o2)cc1,94,102,79,100,77,100,112,100
COc1ccc(CN2CCN(Cc3ccccc3)CC2)c(O)c1,104,77,73,74,84,87,76,100
NC(=O)OCC(CO)(c1ccccc1)c1ccccc1,114,98,97,108,99,94,94,99
CN1CCN=C(c2ccccc2)c2cc(Cl)ccc21,87,82,nt,50,52,69,104,94
O=S(=O)(Cc1ccccc1)C(Br)Br,101,93,81,87,64,87,89,90
O=C(O)c1cc(Cl)nc(Cl)c1,99,100,122,114,111,nt,101,102
Nn1cnnc1,97,113,112,114,111,108,98,102
COC1=C(C)C(=O)C2=C(C1=O)C(CO)N1C(C#N)C3CC4C(C1C2N1CCOC41)N3C (stereo not drawn),-12*,-41*,-20*,-45*,-2.6*,-38*,nt,-0.6*
O=[N+]([O-])c1c(Cl)c(Cl)cc(Cl)c1Cl,97,101,102,105,101,93,110,101
COc1cc2c(cc1OC)[C@@H]1N(CC2)C(=O)c2ccccc2[C@]1(C)C(=O)O,102,111,102,99,105,106,103,97

Part of the list above in order of formula weight, highest first:
compound,MDA-MB-231,RPMI-8226,SR,K-562,MOLT-4,CCRF-CEM,MDA-MB-468,MCF7
COC1=C(C)C(=O)C2=C(C1=O)C(CO)N1C(C#N)C3CC4C(C1C2N1CCOC41)N3C (stereo not drawn),-12*,-41*,-20*,-45*,-2.6*,-38*,nt,-0.6*
NC(=O)OCC(CO)(c1ccccc1)c1ccccc1,114,98,97,108,99,94,94,99
Nn1cnnc1,97,113,112,114,111,108,98,102

(list continues)
compound,MDA-MB-231,RPMI-8226,SR,K-562,MOLT-4,CCRF-CEM,MDA-MB-468,MCF7
C[N+](C)(C)Cc1ccccc1 (tested in a mixture with another compound),96,97,98,104,102,100,97,97
C[C@]12C=CC(=O)C[C@@H]1CC[C@@H]1[C@@H]2CC[C@]2(C)[C@@H](O)[C@@H](O)C[C@@H]12,103,93,116,97,88,83,95,98
[N-]=[N+]=NC1=NS(=O)(=O)c2ccccc21,101,96,107,105,99,100,98,98
NC(=O)CI,102,nt,101,100,103,102,101,95
CC(=O)OC1CCC2C3CCC4CC(=O)C(F)CC4(C)C3CCC12C (stereo not drawn),112,93,102,87,97,94,nt,116
C=CC[PH+](c1ccccc1)c1ccccc1.C=CC[PH+](c1ccccc1)c1ccccc1.[Pt+2].[S-]c1nc2ccccc2[nH]1.[S-]c1nc2ccccc2[nH]1,-44*,-19*,4.4*,4.9*,0.3*,6.1*,-14*,4.0*
CC1CC(NCCO)CC(C)(C)C1 (stereo not drawn),105,76,126,112,98,82,97,113
CCn1nnn(Cc2ccccc2)c1=N,108,102,106,106,111,102,94,97
O=[N+]([O-])c1ccccc1-c1ccccc1,109,102,119,121,86,109,104,102
CCCCNC(C)Cc1ccc(O)c(O)c1 (stereo not drawn),81,89,93,92,76,83,110,89
CCOP(=O)(OCC)OCC,111,104,114,108,119,114,91,96
CC[N+](C)(CC)CCC(C(N)=O)(c1ccccc1)c1ccccc1,120,108,113,104,115,110,86,97
Cc1ccccc1NC(=O)CCl,99,98,86,97,93,97,102,101
Clc1ccc(-c2nc(-c3ccc(Cl)cc3)nc(N3CC3)n2)cc1,96,83,91,90,75,93,83,78
CC1(C)N=C(N)N=C(N)N1c1cccc(CCCCc2cccc(S(=O)(=O)F)c2)c1,60,34,33,29,31,36,64,23
CC(NC(=O)CCl)C(=O)O (stereo not drawn),108,108,106,104,103,100,109,97
O=NN(CCF)C(=O)NCCCl,102,103,78,99,101,88,nt,92
CCOC(=O)CC(NCCN1CC1)C(=O)OCC (stereo not drawn),114,106,108,114,104,99,117,97
CC(=O)O[C@@H]1CC[C@]2(C)[C@H]3CC[C@]4(C)[C@@H](OC(C)=O)CC[C@H]4[C@@H]3C[C@@H]3SC(c4cccc(F)c4)=N[C@@]32C1,109,122,nt,99,90,98,114,99
C[C@]12CC[C@H]3[C@@H](C[C@@H]4SC(Nc5cccc(F)c5)=N[C@@]45CC(=O)CC[C@]35C)[C@@H]1CCC2=O,38,-22*,-12*,-0.5*,-3.8*,4.9*,-3.0*,4.5*
CC(C)COP(=O)(OCC(C)C)OCC(C)C,99,110,98,112,102,nt,95,88
C1CCC2CNCC2C1 (stereo not drawn),126,95,94,93,99,89,102,108
O=C(NCCCO)c1cn(Cc2ccccc2)c2ccc(OCCCO)cc12,103,104,107,87,107,101,111,98
CCC1CN1P(=O)(N1CCCC1)N1CC1CC (stereo not drawn),94,109,111,nt,113,132,98,105
O=C1C2C3CCC(O3)C2C(=O)N1CCO (stereo not drawn),107,115,104,108,123,135,97,106
